# Dynein cargo inh = dynein cargo transport inhibition; 3617.4 mouse cells, GR-EGFP nuclear translocation imaging; test concentration mostly 20 µM; stimulated with dexamethasone, 1 µM; stronger effect = lower value; z-score, hits read low; 220,000 tested, 0.47% active; AID 1381;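 active means plate z-score of nuclear minus cytoplasmic receptor signal below a set negative limit, without overly bright fluorescence or cell loss, cut at about -3.5 in these data, passing the limit was not always enough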;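 further: z-score of nuclear minus cytoplasmic ring GR-EGFP intensity difference per well; some compounds called inactive have numbers as strong as hits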
#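 Buffer or medium: tetracycline-free induction medium containing charcoal-stripped FBS / Reagent: dexamethasone agonist, 1.0 µM final, for 30 min / Technique: automated 10x imaging of fixed Hoechst-stained cells / Times: induction 48 h, compound 1 h, agonist 30 min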
# Insulin prom up = MIN6 insulin promoter up-regulation; MIN6 insulin promoter-GFP reporter, high-content imaging; stronger effect = higher value; z-score at 5 µM; 190,000 tested, 0.3% active; AID 1625;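 active means z-score above 3 at 5 µM with at least 500 cells counted in the well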
# NOD2 inhibition = inhibition of NOD2-driven NF-kB reporter – cell-based, luminescence, uHTS, HEK293 (AID 1566); HEK293 NOD2/NF-kB luciferase reporter, luminescence; higher % means a stronger effect; one-dose inhibition, % at 4 µM; EC50 in µM for titrated hits; 290,000 tested, 0.63% active; in the data active means inhibition above about 50%; further: many of its hits are not listed in these tables
# WT yeast gro inh = growth inhibition of WT yeast, mitochondrial fusion screen; mitochondrial fusion phenotypic screen, WT strain; inhibition, % at 10 µM; 190,000 tested, 2.1% active; in the data active means inhibition above about 58%; tested in S. cerevisiae
# Hep lipid drop = hepatic lipid droplet formation modulation; AML12 mouse hepatocytes, oleate lipid droplets, BODIPY imaging; inhibition, % at 6.5 µM; 240,000 tested, 0.4% active; AID 1656;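 active means lipid droplet intensity inhibited by at least 50%, with more than 500 cells counted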
#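 Assay system: AML12 hepatocytes (mouse) / Also added: 100 µM oleic acid challenge / Times: overnight treatment with compound plus oleate / Detection: high-content imaging of BODIPY-stained droplets and DAPI nuclei / Evaluation: % inhibition of lipid droplet signal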
# MT stabilize HCS = microtubule stabilizers in HeLa cells; HeLa tubulin immunostaining HCS, 24 h; share of cells brighter than vehicle mean+2SD; % tubulin-high responders, % at 10 µM; 200,000 tested, 0.83% active;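 active means plate Z-score above 3 for both tubulin-high and condensed-nucleus cell shares, with cell loss under 80%, at 10 µM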;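 further: anti alpha tubulin signal scored within the nucleus-defined area of each cell; some results filed as inactive read as strong as hits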
# Autophagy HCS = autophagy modulation, high-content screen. MEF GFP-LC3 puncta imaging; test concentration mostly 10 µM. calls only at 10 µM (by protocol). 190,000 tested, 0.98% active. AID 463193;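 active means percentage of spot-positive cells more than 3 SD above its plate mean, without a fluorescence outlier flag or 80% toxicity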;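 further: spot-positive cell cutoff set from DMSO-treated cells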
# bCat nuc transl = modulators of beta-catenin nuclear translocation | HeLa beta-catenin nuclear translocation, immunofluorescence imaging | nuclear translocation activity, % at 5 µM | 190,000 tested, 0.3% active | AID 1665;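 active means nuclear translocation activity above 50% at 5 µM, with a well cell count of 50 or more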;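 further: per-cell ratio of nuclear to cytoplasmic median beta-catenin stain intensity; plate controls were DMSO negative control for no effect and GSK-3 inhibitor IX positive control for full effect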
#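 Assay system: human HeLa cells, native beta-catenin; doses: 5 µM primary, 0.02–20 µM confirmation; incubation: compound treatment 24 h, 37°C, 5% CO2; technique: fluorescence imaging of beta-catenin antibody stain plus DAPI; measure: % activation, nuclear-to-cytoplasmic median beta-catenin signal ratio per cell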
# Yfh1-off respiration = enhancers of respiration in Yfh1-depleted yeast, dose response, Friedreich's ataxia, plus single-dose screen (AID 1465); 220,000 tested, 0.074% active; fold induction at 50 µM; hits with a dose series show EC50 in µM; S. cerevisiae Yfh1-off respiration, WST-1 reduction, 72 h; higher fold induction means a stronger effect;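 active means fold induction of absorbance versus untreated yeast above a set limit, then at least 30% activation at any dose in follow-up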;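 further: activators that raise dye reduction in frataxin-depleted yeast; strong numbers were not always called active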
# WT yeast gro inh mutant strain = also measured in WT yeast gro inh; calls as there; inhibition, %; mitochondrial fusion phenotypic screen, mutant strain inhibition
# Dynein cargo inh cytoplasmic EGFP = also measured in Dynein cargo inh; calls as there; z-score; measured here: cytoplasmic GR-EGFP intensity; stronger effect = higher value
# Dynein cargo inh nuclear GR-EGFP = further read-out of Dynein cargo inh, marked with its call; z-score; measured here: nuclear GR-EGFP intensity;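 lower value marks the stronger effect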
# Dynein cargo inh cell count = second read-out of Dynein cargo inh, no call of its own (marks repeat the call); z-score; measured here: cell count per field
# Insulin prom up cell count = second read-out of Insulin prom up, no call of its own (marks repeat the call); cell count; measured here: cytotoxicity, nuclei count;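 total cells summed across four imaged fields per well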
# Hep lipid drop cells 6.5 µM = further read-out of Hep lipid drop, marked with its call; cell count; measured here: cell count, cytotoxicity flag;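 cells counted across two imaged fields per well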
# bCat nuc transl cell count 5 µM = recorded beside bCat nuc transl, whose call it bears; cell count; measured here: cell count, cytotoxicity flag
# MT stabilize HCS Hoechst-high % = recorded beside MT stabilize HCS, whose call it bears; % Hoechst-high responders; measured here: nuclear condensation Hoechst responders;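 share of cells brighter than vehicle mean plus two SD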
# MT stabilize HCS cytotoxicity % = recorded beside MT stabilize HCS, whose call it bears; toxicity, %; measured here: cytotoxicity by cell density;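 0% = mean cell density of plate MIN control wells and 100% = no cells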
# Autophagy HCS cell loss 18 h = further read-out of Autophagy HCS, marked with its call; toxicity, %; measured here: cell loss, nuclei count;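 cell loss after 18 h compound exposure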
# * hit, by the source's call; i = inactive; . = no result given. An excerpt, so the mix of outcomes need not match the whole.
SMILES,Dynein cargo inh,Dynein cargo inh cytoplasmic EGFP,Dynein cargo inh nuclear GR-EGFP,Dynein cargo inh cell count,Insulin prom up,Insulin prom up cell count,NOD2 inhibition,WT yeast gro inh,WT yeast gro inh mutant strain,Hep lipid drop,Hep lipid drop cells 6.5 µM,MT stabilize HCS,MT stabilize HCS Hoechst-high %,MT stabilize HCS cytotoxicity %,Autophagy HCS,Autophagy HCS cell loss 18 h,bCat nuc transl,bCat nuc transl cell count 5 µM,Yfh1-off respiration
O=C(OCCN=C1NS(=O)(=O)c2ccccc21)c1cccs1,0.81,-0.29,-0.14,0.079,-0.21,1190,9%,-13,-15,2,690,3.2,1.8,13,i,-9,0.9,1104,i
O=C(Cn1ncc2c1-c1ccccc1OC2)N(Cc1ccco1)C1CCCCC1,-0.81,-0.22,-0.47,0.52,-0.06,971,-11%,14,6,.,.,2.6,3.0,10.0,i,8,-2.1,1110,i
O=c1c2ccccc2nc(/C=C/c2cccc([N+](=O)[O-])c2)n1CCO,1.1,-0.24,0.89,-0.83,-0.44,1424,1%,-3,-3,2,666,2.8,2.3,5.7,i,-5,-2.3,1131,i
Brc1ccccc1OCCCN1CCCCCC1,-0.023,-0.3,0.16,-0.35,-1.4,1416,-4%,8,12,-18,688,3.7,0.8,7.1,i,20,2.2,1147,i
CCCCn1c(SCC(=O)N2CCCCC2C)nc2cc(S(N)(=O)=O)ccc21 (stereo not drawn),-0.57,-0.2,-0.44,-0.16,0.32,1270,21%,8,-4,.,.,3.8,2.1,12,i,-1,-4.6,1016,i
CCC(=O)N1CCN(c2ccc(NC(=S)NC(=O)COc3ccccc3)cc2)CC1,-0.24,-0.31,-0.31,0.88,0.09,1499,8%,16,16,5,727,1.0,1.5,1.2,i,13,1.0,948,i
CS(=O)(=O)N(CC(=O)N1CCN(c2ccccc2)CC1)Cc1ccc(Cl)cc1,0.12,-0.28,0.2,1.7,0.02,946,-19%,3,17,-19,746,2.5,1.4,8.0,i,-7,-3.2,1067,i
Cc1cc(NC(=O)c2cc(-c3cccnc3)nc3c(C)c(C)ccc23)no1,-1.6,-0.099,-1.4,0.025,0.4,1433,-10%,5,25,1,732,4.8,4.1,9.6,i,-8,.,.,i
Cc1cc(C)c(C#N)c(SCc2ccccc2[N+](=O)[O-])n1,-0.75,-0.27,-0.52,0.57,-0.21,1266,24%,-2,-3,-18,607,2.4,3.9,1.9,i,-8,0.3,965,i
CCOC(=O)NC(=O)CSc1ccc2ccccc2n1,0.88,1.2,1,-0.42,-0.51,1221,-6%,-3,25,1,698,4.2,2.4,3.1,i,20,-4.9,1034,i
Cc1ccc(OCC(=O)NNC(=O)c2cccnc2)cc1,0.49,-0.2,-0.33,-0.2,.,.,-6%,17,0,.,.,0.5,2.7,18,i,1,.,.,i
O=C(CN1C(=O)COc2ccccc21)N(Cc1cccnc1)Cc1cccc(F)c1,-0.6,-0.31,-0.3,0.49,-0.9,1314,-8%,77*,6.6*,-17,768,5.9,4.3,5.2,i,19,-4.8,1278,i
O=C(NCC1CCCO1)c1cccc(N2CCCC2=O)c1 (stereo not drawn),-0.52,0.0051,0.29,0.76,0.42,1370,-14%,3,5,1,694,3.0,1.9,9.3,i,5,-0.5,1056,i
CC1(C)NC(=O)N(CC(=O)OCC(=O)Nc2sccc2C#N)C1=O,-0.0058,-0.32,0.27,0.57,-0.73,1308,6%,-20,15,11,681,4.5,1.7,9.0,i,-8,-0.9,1147,i
COc1ccc(N2CCN(C(=O)c3cn(C)c(=O)c4c3c3ccccc3n4C)CC2)cc1,-0.37,-0.27,0.14,0.57,0.04,1344,9%,14,-4,.,.,3.4,1.3,1.5,i,17,-3.6,926,i
N#CC1=C(S)N(c2ccccc2)C(c2ccc(-c3cc(Cl)ccc3Cl)o2)NC1=O (stereo not drawn),-1.5,0.0065,-1.2,0.75,0.28,1176,22%,-3,3,7,628,3.0,2.7,9.5,i,-3,-3.5,518,i
Cc1cc2nc(CSc3ccc(Cl)cc3)cc(=O)n2[nH]1,0.023,-0.26,0.16,-0.16,0.25,1531,12%,0,-4,4,645,2.0,1.7,4.4,i,24,-1.1,1078,i
CNS(=O)(=O)c1ccc(NC(=O)c2ccoc2C)cc1,-0.94,-0.34,-0.4,0.33,0.37,1410,20%,-5,9,2,678,4.2,1.6,6.8,i,4,-0.9,1448,i
N#Cc1c(-c2ccccc2)nc2n(-c3ccccc3)nc(C(=O)Nc3ccccc3)n2c1=O,0.86,-0.28,0.61,0.39,.,.,7%,-14,-3,22,737,2.0,1.1,7.4,i,4,.,.,i
Cc1c(NS(=O)(=O)c2ccccc2)cc(Cl)c(O)c1C,1.5,-0.25,1.6,0.23,0.07,1201,8%,4,7,-4,596,1.8,2.2,15,i,9,.,.,i
CCN1CCN(c2cc(SC(C)C)nc(-c3ccc(OC)cc3)n2)CC1,1,0.23,1.4,0.24,-0.56,1491,25%,95,97,.,.,4.8,1.3,5.3,i,14,1.4,1273,.
O=S(=O)(NCc1ccccc1)NCc1ccccc1,-0.33,0.21,-0.07,0.6,-0.37,1291,5%,-14,-3,4,676,1.5,1.3,6.1,i,18,-4.2,1063,.
COc1cccc(Nc2nc3ccccc3c(=O)[nH]2)c1,-0.49,-0.055,-0.22,0.33,-0.45,1258,-1%,-1,-1,-1,636,7.6,1.9,4.7,i,1,-1.3,1145,i
O=C(COC(=O)c1ccc(NS(=O)(=O)c2ccc(F)c(F)c2)cc1)NCC1CCCO1 (stereo not drawn),-0.38,-0.31,-0.071,0.23,-0.58,1276,17%,-5,1,6,685,2.2,1.9,7.1,i,8,-1.3,1173,i
Cc1cc(C)c(NC(=S)N(Cc2cccnc2)Cc2ccco2)c(C)c1,-0.62,-0.093,0.25,0.42,0.68,1523,8%,8,-1,-1,682,2.4,1.8,6.5,i,13,-2.6,994,i
# (listing goes on)
SMILES,Dynein cargo inh,Dynein cargo inh cytoplasmic EGFP,Dynein cargo inh nuclear GR-EGFP,Dynein cargo inh cell count,Insulin prom up,Insulin prom up cell count,NOD2 inhibition,WT yeast gro inh,WT yeast gro inh mutant strain,Hep lipid drop,Hep lipid drop cells 6.5 µM,MT stabilize HCS,MT stabilize HCS Hoechst-high %,MT stabilize HCS cytotoxicity %,Autophagy HCS,Autophagy HCS cell loss 18 h,bCat nuc transl,bCat nuc transl cell count 5 µM,Yfh1-off respiration
NC(=O)NCC(=O)N1CCC(C(O)(c2ccccc2)c2ccccc2)CC1,-0.68,-0.23,-0.4,1.1,-0.33,1477,16%,.,.,1,728,.,.,.,.,.,0.1,1058,i
Cn1cnnc1Sc1cc(N2CCN(S(=O)(=O)c3ccc(Cl)c(Cl)c3)CC2)ccc1[N+](=O)[O-],-0.57,-0.22,-0.56,0.44,-1.1,1686,34%,-5,4,-12,584,1.4,2.1,13,i,3,-2.0,1093,i
CCC(C)N(C(=O)COC(=O)CNC(=O)c1ccccc1F)C1CCS(=O)(=O)C1 (stereo not drawn),-0.62,-0.25,-0.28,1.3,.,.,-1%,-1,9,6,686,1.7,3.6,0.9,i,-1,-1.0,1051,i
Cc1ccc(CNc2nc3ccccc3n3nnnc23)cc1,-0.65,-0.15,-0.13,0.19,-0.24,1286,-13%,29,11,-3,809,3.8,1.3,1.7,i,-10,-1.0,1160,i
Cc1csc(SCC(=O)Nc2ccccc2[N+](=O)[O-])n1,-0.2,-0.26,-0.19,1.3,.,.,-13%,0,2,-3,711,2.7,2.7,3.7,i,6,6.0,558,i
Cn1nnc(NC(=O)c2cccc(F)c2)n1,1.3,-0.12,1.1,-1.2,-0.63,1080,-6%,-2,-2,.,.,5.3,3.6,5.5,i,-7,1.2,1191,i
Nc1nnc(SCC(=O)Nc2ccc(F)c(Cl)c2)n1-c1ccccc1,3,0.3,3.2,-3.3,1,1234,8%,-8,-18,-12,760,3.0,1.6,1.5,i,2,0.7,931,i
Cn1c2c(c(=O)n(C)c1=O)CN(Cc1ccco1)CN2,0.036,-0.15,-0.17,0.66,-0.02,1295,6%,2,3,.,.,1.3,1.1,4.8,i,-2,-6.2,957,i
C=CCN(CC=C)CC(O)Cn1c2ccccc2c2ccccc21 (stereo not drawn),1.6,-0.23,0.8,-1.1,1.2,1345,6%,31,21,.,.,5.1,3.3,6.0,i,-6,-1.1,1239,i
Cc1nn(-c2ccccc2)c(C)c1/C=C/C(=O)OCC(=O)Nc1ncc(Cl)cc1Cl,0.093,-0.11,0.22,0.7,-0.17,1311,2%,-1,-4,6,656,2.3,2.7,10,i,-4,0.2,1132,i
CCn1c(=S)sc2nc(C)sc21,-0.43,-0.24,-0.82,1,.,.,.,.,.,.,.,5.3,1.1,16,i,-6,.,.,i
O=C(c1cccs1)N1CCCC(c2nc(-c3ccc(F)cc3)no2)C1 (stereo not drawn),-0.24,-0.18,-0.15,0.73,0.09,1260,-22%,0,2,-4,792,1.5,1.1,10,i,-2,-0.4,1193,i

# Source: PubChem BioAssay
